# CHO-K1 Ca PAM – nonselective calcium activators in parental CHO-K1 cells, primary screen, counter-screen for M1 PAM project, cell-based, Fluo-8 calcium fluorescence, full deck, 1536-well; AID 602247, 2012; ATP EC20; 0% at ATP EC20, 100% at ATP max; activation, % at 3 µM; 360,000 compounds, 0.02% hits;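 active means activation above the run cutoff, the mean activation of all test compounds plus 3 SD, cut at about 40% in these data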;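 further: peak over basal fluorescence ratio in a 140 s read after ATP addition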
# CHO parental Ca – ATP-evoked calcium signal inhibitors, parental CHO, primary screen, counter-screen for OX1R antagonist project, cell-based, fluorescence, Fluo-8 calcium dye. parental CHO-K1, ATP-induced calcium, Fluo-8 fluorescence. inhibition, % at 5.6 µM. 330,000 compounds, 0.63% hits;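 active means inhibition above that plate's mean sample inhibition plus 3 SD, cut at about 26% in these data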;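 further: 0% = ATP-challenged DMSO wells and 100% = DMSO wells without ATP; some compounds past the cut are filed as inactive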
#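 Assay system – parental CHO cells · Reagent – ATP stimulus · Detection – intracellular calcium via Fluo-8 no-wash fluorescent dye · Evaluation – percent inhibition of ATP-evoked calcium rise, normalized to controls · Controls – ATP wells versus no-ATP DMSO wells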
# CHRM1 antagonist – human M1 muscarinic receptor antagonists, primary screen, CHO-K1 cells, Fluo-8 calcium fluorescence, 1536-well | CHO-K1 hM1, ACh EC80 antagonist | Muscarinic acetylcholine receptor M1 (Homo sapiens), P11229 | 360,000 compounds, 1.3% hits | inhibition, % at 3 µM;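 active means percent inhibition above its own plate's cutoff, namely the mean of that plate's compound wells plus 3 SD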;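 further: peak over basal fluorescence ratio during 140 s after agonist addition; 0% = ACh EC80 plus DMSO and 100% = DMSO alone without agonist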
# Target sequence (P11229 whole entry, looked up): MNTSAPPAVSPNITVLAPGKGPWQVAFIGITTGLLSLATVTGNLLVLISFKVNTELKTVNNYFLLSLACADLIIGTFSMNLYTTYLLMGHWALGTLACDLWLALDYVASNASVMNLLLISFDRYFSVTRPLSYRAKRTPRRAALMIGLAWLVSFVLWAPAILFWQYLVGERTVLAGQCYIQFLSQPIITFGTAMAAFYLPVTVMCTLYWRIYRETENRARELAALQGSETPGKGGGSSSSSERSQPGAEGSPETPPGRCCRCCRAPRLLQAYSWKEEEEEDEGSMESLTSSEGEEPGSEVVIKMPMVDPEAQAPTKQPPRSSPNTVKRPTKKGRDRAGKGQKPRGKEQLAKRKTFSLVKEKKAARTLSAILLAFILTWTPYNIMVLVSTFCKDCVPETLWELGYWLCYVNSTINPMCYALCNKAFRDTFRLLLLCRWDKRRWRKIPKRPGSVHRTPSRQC
# TAAR1 antagonist – human TAAR1 antagonists, primary screen, Fluo-8 calcium fluorescence, CHO RD-HGA16 cells | antagonist | inhibition, % at 3 µM | 360,000 compounds, 1.5% hits | AID 624466, 2012;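 active means inhibition above a per-plate cutoff, the mean inhibition of test compounds on that plate plus 3 SD, cut at about 49% in these data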;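 further: 0% = DMSO plus EC80 beta-PEA response and 100% = DMSO alone without agonist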
# Target sequence (Q96RJ0 whole entry, looked up): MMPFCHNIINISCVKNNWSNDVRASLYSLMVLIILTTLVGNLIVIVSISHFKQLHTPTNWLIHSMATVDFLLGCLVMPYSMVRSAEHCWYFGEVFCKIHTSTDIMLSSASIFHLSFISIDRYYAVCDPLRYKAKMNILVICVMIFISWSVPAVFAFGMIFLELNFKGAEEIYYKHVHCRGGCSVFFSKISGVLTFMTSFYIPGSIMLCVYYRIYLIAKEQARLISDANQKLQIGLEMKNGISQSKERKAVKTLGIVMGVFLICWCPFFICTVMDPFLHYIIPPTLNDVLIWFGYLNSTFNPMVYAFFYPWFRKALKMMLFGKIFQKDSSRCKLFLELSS
#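 Test system: RD-HGA16 CHO cells with stable hTAAR1 and Gα16 / Probe or stimulus: EC80 β-phenethylamine stimulus / Times: seeding 17-24 h prior, 75-min 37 °C, 30-min RT dye loading / Detection: Fluo-8 calcium-sensitive fluorescence / Read-out basis: % inhibition scaled between DMSO and EC80 PEA controls / Repeats: singlicate, one well per test compound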
# CHO-K1 Ca antag – counter-screen for M1 antagonists: effect in parental CHO-K1 cells | ATP-induced calcium, Fluo-8 fluorescence | inhibition, % at 3 µM | 360,000 compounds, 0.6% hits | AID 602250;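 active means inhibition above a per-plate cutoff, the plate's mean sample inhibition plus 3 SD, cut at about 24% in these data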;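 further: 0% = DMSO plus EC80 ATP and 100% = DMSO alone without ATP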
# TAAR1 ag – human TAAR1 agonists, primary screen, Fluo-8 calcium fluorescence, CHO RD-HGA16 cells; vehicle wells 0%, saturating PEA agonist 100%; activation, % at 3 µM; 360,000 compounds, 0.99% hits;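 active means activation above the mean activation of all test compounds in the run plus 3 SD, cut at about 38% in these data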
#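 System: CHO-derived RD-HGA16 cells with stable Gα16 and human TAAR1 / Times: 17-24 h plating, Fluo-8 75 min 37 °C, 30 min RT / Technique: calcium-sensitive Fluo-8 signal, excitation 470-495, emission 515-575 nm / Measure: % activation relative to PEA EC100 response / Benchmarks: DMSO and PEA EC100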
# CHRM1 PAM – human M1 muscarinic receptor positive allosteric modulators, primary screen, CHO-K1 cells, Fluo-8 calcium fluorescence, 1536-well; CHO-K1 hM1, ACh EC20; 0% = ACh EC20, 100% = maximal ACh; activation, % at 3 µM; 360,000 compounds, 0.088% hits; AID 588819, 2011; in the data active means activation above about 19%, passing the limit was not always enough
# M1 ag parental – counter-screen for M1 agonists: effect in parental CHO-K1 cells; Fluo-8 calcium fluorescence; scaled to maximal ATP response, vehicle zero; activation, % at 3 µM; 360,000 compounds, 0.48% hits; AID 602248, 2012; in the data active means activation above about 15%;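 further: untransfected CHO-K1 host cells lacking M1 receptor as counterscreen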
# M1 ag – human M1 muscarinic receptor agonists, primary screen, Fluo-8 calcium fluorescence, CHO-K1 cells, HTS. CHO-K1 hM1, agonist mode; 0% DMSO, 100% acetylcholine EC100. AID 588814, 2011. Muscarinic acetylcholine receptor M1 (Homo sapiens), P11229. 360,000 compounds, 0.33% hits. activation, % at 3 µM;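 active means activation above the run's mean compound activation plus 3 SD, cut at about 16% in these data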;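 further: peak over basal fluorescence ratio within a 140 s kinetic read after compound addition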
# An asterisk follows results filed as active; / = no result given.
SMILES,CHO-K1 Ca PAM,CHO parental Ca,CHRM1 antagonist,TAAR1 antagonist,CHO-K1 Ca antag,TAAR1 ag,CHRM1 PAM,M1 ag parental,M1 ag
O=C(COC(=O)/C=C/c1ccco1)NCc1ccc(Cl)cc1Cl,1,-16,-7,-22,-7,-1,5,-0.6,-6
CCSc1c(C(=O)NC)ccc2c1C(=O)c1ccccc1C2=O,-3,-4,4,-2,11,8,-1,-0.2,-3
CCCn1c(SCC(=O)N2CCc3ccccc32)nnc1-c1ccco1,3,-21,-6,-4,2,9,-5,0.7,-5
COCCN(Cc1ccc(OC)cc1)c1c(C)nc2ccc(C(=O)Nc3ccc(NC(C)=O)cc3)cn12,13,/,-11,-10,-10,0,5,1.2,-5
C[N+]1(CCOS(=O)C23CC4CC(CC(C4)C2)C3)CCOCC1 (stereo not given),-5,-8,2,26,-1,0,-2,0.0,-6
Fc1ccccc1OCCCCn1cncn1,12,-14,-2,18,-9,16,2,0.1,-4
O=C(COC(=O)C1(c2ccc(F)cc2)CCCC1)N1CCc2ccccc21,26,-4,-6,3,-8,2,3,4.0,-4
Cc1ccc(S(=O)(=O)N(CC(=O)NCc2ccncc2)C2CCCCC2)cc1,10,-2,-13,20,1,2,4,1.0,-2
COc1cccc(C(C)NC(=S)NCc2ccc(Cl)cc2)c1 (stereo not given),-7,6,-1,0,-1,11,3,0.6,-4
COc1cccc(C2=CC(=O)CC(c3ccco3)C2)c1 (stereo not given),-5,-16,4,-5,-7,2,-2,-0.2,-7
Cc1ccc(-n2[nH]c(C)c(C=NC34CN5CN(CN(C5)C3)C4)c2=O)cc1C,-7,-2,-31,5,13,11,3,1.3,0
O=C1C(Cl)=C(Nc2ccccc2O)C(=O)N1CCc1ccccc1,8,-11,6,12,-1,2,1,3.0,-4
CCN(CC)CC(=O)Nc1nn(-c2ccccc2)nc1C(N)=O,11,7,-16,-8,-5,3,6,0.4,-3
Cc1cccc(Oc2ccc(NS(=O)(=O)c3ccc(C)c(C(=O)O)c3)cc2)c1,0,-15,-3,0,0,1,8,2.2,-2
O=C(CC1Sc2ccccc2NC1=O)Nc1cccc(-c2nnc3n2CCCCC3)c1 (stereo not given),11,2,8,-4,-6,2,1,0.0,-3
O=C(NCc1cccc(C(F)(F)F)c1)c1csc([C@@H]2O[C@H](CO)[C@H](O)[C@H](O)[C@H]2O)n1,-5,/,-5,-23,1,2,-1,0.4,-2
Cc1ccc(-n2nnc(-c3ccnc4ccccc34)n2)cc1,20,-16,-18,17,-7,17,9,3.3,-4
CNC(=O)C1CC(=O)N(c2ccc(OCC(=O)N3CCCC3)cc2)C1 (stereo not given),2,-13,-7,-10,-10,-1,12,-0.3,0
C[C@@H]1NC(=O)[C@H](CCC(N)=O)NC(=O)c2cc([N+](=O)[O-])cc(I)c2NCCC[C@@H](C(N)=O)NC1=O,-3,2,-10,2,-12,12,14,-0.4,-11
CCOc1ccc(NC(=O)CN(C)C(=O)c2ccc(=O)[nH]c2)cc1OCC,-5,/,-4,-27,-4,4,5,0.0,-3
COc1ccc(N(C(=O)Cn2cnc3ccccc32)C(C(=O)NC2CCCCC2)c2ccccc2)cc1 (stereo not given),2,-25,-11,-25,-14,-1,4,-1.2,-12
CCc1nc(C)c(-c2ccccc2)c(=O)[nH]1,6,-2,11,-14,-3,1,-4,0.2,-3
COc1ccc(C)cc1S(=O)(=O)Nc1cc(Cl)ccc1Cl,21,-8,-32,-4,-7,8,9,0.4,-2
COc1ccc(NC(=O)CC(C)NCCCN2CCCC2=O)cc1 (stereo not given),13,-6,-8,-17,-13,1,5,0.6,-8
Cc1ccc(S(=O)(=O)N(C)C)cc1NC(=O)CSc1nc2ccccc2[nH]1,13,-13,-3,1,-10,6,-1,3.0,-2
O=C(CCNS(=O)(=O)c1ccc(OC(F)(F)F)cc1)N1CCN(C/C=C/c2ccccc2)CC1,7,-10,12,5,1,6,-8,8.2,7
O=C(Nc1nccs1)[C@@H]1CCCN1S(=O)(=O)c1ccccc1F,-6,/,-15,-14,8,2,7,1.6,-1
Cc1cc(Cn2nc(C(=O)NCc3cccc(Br)c3)cc2-c2ccccc2)on1,6,-13,-8,27,-12,26,3,0.3,-5
Fc1cccc(Cc2c(-c3ccc(Cl)cc3)nc3c(Cl)cc(C(F)(F)F)cn23)c1,5,/,-27,3,-20,-2,7,0.5,-1
COc1ccc(-c2oc3ccccc3c(=O)c2OC(C)=O)cc1,-4,-22,17,-6,0,-1,4,0.3,-6
C/C(=N\O)c1cccc(Br)c1,4,1,-11,-10,-1,-1,7,0.0,-4
S=C1NCN(Cc2ccco2)CN1,13,-2,10,-17,-8,0,-6,0.2,1
COc1ccc(C2(NC(C)=O)CCN(C(=O)c3ccco3)CC2)cc1,6,-7,4,12,13,5,0,0.1,-4
COc1ccccc1-n1nnnc1SCC(=O)NC1CCCC1,12,-9,-21,1,-13,7,2,0.3,-1
C=CCc1cc2c(oc(=O)c3ccccc32)c(C)c1O,17,-28,2,5,-2,0,-28,1.0,-14
O=C(O)c1ccc(C(=O)c2ccc3c(c2)C(=O)N(Cc2ccco2)C3=O)cc1,-6,4,4,7,8,-1,1,0.0,-4
COc1ccc2c(c1)cc1n2CCN=C1NN,15,-6,2,-19,-2,5,1,0.1,-5
Cc1ccc(N2C(=O)N(CC(=O)NC(N)=O)C(=O)C2C)cc1 (stereo not given),-9,5,0,-14,1,11,9,-0.1,-2
Cc1c(CCOC(=O)CC23CC4CC(CC(C4)C2)C3)sc[n+]1CC(=O)c1ccc(Br)cc1,-2,-17,22,-16,-5,12,-18,-0.8,-6
Cc1nc2nc(SCC(=O)NCCCN3CCCC(C)C3)nn2c(C)c1Cc1ccccc1Cl (stereo not given),23,-27,63*,-1,-8,1,-24,0.8,1
CCOC(=O)N1CCN(C(=O)COC(=O)CNC(=O)c2ccc(C)cc2)CC1,-1,-4,-10,8,-13,-1,8,2.4,-3
COc1ccc(C(=O)Sc2ccc(C)cc2)cc1OC,11,-12,-15,-4,-9,4,0,0.2,-4
COc1ccccc1C(=O)NC(C)C(c1cccs1)N1CCN(C)CC1 (stereo not given),25,-7,-7,4,-5,11,1,0.4,-6
Cc1ccc(CNC(=O)COc2ccc(S(=O)(=O)NC(C)C)cc2)cc1,-6,-6,10,12,3,4,2,0.2,-4
COc1ncnc2c1oc1nc(CC(C)C)c3c(c12)CCCC3,-11,/,-2,7,-13,6,4,-0.1,-2
CCOC(=O)C1=CCC2c3c(c4ccccc4n3C)C(=O)C1N2C(=O)OC(C)(C)C (stereo not given),11,-11,-2,-7,-5,8,6,-0.3,0
Nc1c(C(=O)OCC(=O)Nc2cccc([N+](=O)[O-])c2)[nH]c(=O)[nH]c1=O,4,-3,-9,/,-5,/,5,0.3,-1
Cc1cccc(NC(=O)c2ccc(S(=O)(=O)NCc3cccnc3)cc2)c1C,-1,-18,-8,-16,-12,1,7,4.0,-3
COc1ccc2c(CC(=O)OCC(=O)N3CCc4ccccc43)coc2c1,7,0,-4,-12,5,13,2,1.9,-2
CC(C)c1ccc(C(=O)Nc2ccc(CN3CCOCC3)cc2)cc1,-2,-13,-14,4,-6,6,12,5.8,-7
Cn1nc(C(F)(F)F)c(-c2ccc(Br)cc2)c1NC(=O)Nc1ccc(F)cc1F,-21,33,38*,28,20,9,-9,9.0,4
CCCc1nc2ccccc2c(C(=O)OCC(=O)NCc2ccco2)c1CC,-8,-22,14,4,16,16,-6,1.9,-5
O=c1cc(Br)c(O)c(Br)cc1Br,8,/,0,-3,-8,2,4,0.0,-2
COc1ccc(OCCNS(=O)(=O)c2ccccc2)cc1,21,-17,-13,12,-6,6,4,2.0,-2

# In another format: results already given
Compound	CHO-K1 Ca PAM	CHO parental Ca	CHRM1 antagonist	TAAR1 antagonist	CHO-K1 Ca antag	TAAR1 ag	CHRM1 PAM	M1 ag parental	M1 ag
Cc1nc2nc(SCC(=O)NCCCN3CCCC(C)C3)nn2c(C)c1Cc1ccccc1Cl (stereo not given)	23	-27	63*	-1	-8	1	-24	0.8	1
CCOC(=O)N1CCN(C(=O)COC(=O)CNC(=O)c2ccc(C)cc2)CC1	-1	-4	-10	8	-13	-1	8	2.4	-3
COc1ccc(C(=O)Sc2ccc(C)cc2)cc1OC	11	-12	-15	-4	-9	4	0	0.2	-4
COc1ccccc1C(=O)NC(C)C(c1cccs1)N1CCN(C)CC1 (stereo not given)	25	-7	-7	4	-5	11	1	0.4	-6
Cc1ccc(CNC(=O)COc2ccc(S(=O)(=O)NC(C)C)cc2)cc1	-6	-6	10	12	3	4	2	0.2	-4
COc1ncnc2c1oc1nc(CC(C)C)c3c(c12)CCCC3	-11	/	-2	7	-13	6	4	-0.1	-2
CCOC(=O)C1=CCC2c3c(c4ccccc4n3C)C(=O)C1N2C(=O)OC(C)(C)C (stereo not given)	11	-11	-2	-7	-5	8	6	-0.3	0
Nc1c(C(=O)OCC(=O)Nc2cccc([N+](=O)[O-])c2)[nH]c(=O)[nH]c1=O	4	-3	-9	/	-5	/	5	0.3	-1
Cc1cccc(NC(=O)c2ccc(S(=O)(=O)NCc3cccnc3)cc2)c1C	-1	-18	-8	-16	-12	1	7	4.0	-3
COc1ccc2c(CC(=O)OCC(=O)N3CCc4ccccc43)coc2c1	7	0	-4	-12	5	13	2	1.9	-2
CC(C)c1ccc(C(=O)Nc2ccc(CN3CCOCC3)cc2)cc1	-2	-13	-14	4	-6	6	12	5.8	-7
Cn1nc(C(F)(F)F)c(-c2ccc(Br)cc2)c1NC(=O)Nc1ccc(F)cc1F	-21	33	38*	28	20	9	-9	9.0	4
CCCc1nc2ccccc2c(C(=O)OCC(=O)NCc2ccco2)c1CC	-8	-22	14	4	16	16	-6	1.9	-5
O=c1cc(Br)c(O)c(Br)cc1Br	8	/	0	-3	-8	2	4	0.0	-2
COc1ccc(OCCNS(=O)(=O)c2ccccc2)cc1	21	-17	-13	12	-6	6	4	2.0	-2

# Screening results from PubChem.
